PglD inh = inhibitors of Campylobacter jejuni PglD acetyltransferase; purified PglD enzyme, DTNB colorimetric CoA detection; inhibition, % at 12.5 µM; 360,000 compounds, 0.098% hits; in the data active = inhibition above about 16%, passing the limit was not always enough; inconclusive = no clear call, values can overlap the other calls; also: strong numbers were not always called active
ARNT TACC3 PPI = disrupts binding between human ARNT and TACC3 | Q9Y6A5 | AlphaScreen His-ARNT PAS-B/GST-TACC3 binding, luminescence; TACC3 fragment carries E629A point mutation | inhibition, % at 9.99 µM | 390,000 compounds, 0.66% hits | AID 623870;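 active = mean inhibition of replicates at least 50% and at least half of replicates each reaching 50%; inconclusive = half or more replicates reach 50% but mean below 50%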;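 also: 0% = complete ARNT plus TACC3 wells and 100% = ARNT alone without TACC3; many hits fall short of the cut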
ERp5 block = blocks human ERp5 reductase activity on insulin | Q15084 | 350,000 compounds, 0.05% hits | ERp5 insulin aggregation, absorbance 650 nm, 90 min | inhibition, % at 9.99 µM;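 active = mean replicate inhibition above about 25%, with every replicate also reaching it, limit read from the data, passing the limit was not always enough; inconclusive = only one of those two criteria met; inactive = neither criterion met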
RAD52 anneal inh = inhibitors of human RAD52 DNA annealing. P43351. recombinant RAD52 DNA annealing, FRET fluorescence. inhibition, % at 18.7 µM. 360,000 compounds, 0.46% hits;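 active = every replicate showing at least 50% inhibition; inconclusive = mean inhibition at least 50% but not in every replicate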
Target sequence (P43351 whole entry, looked up): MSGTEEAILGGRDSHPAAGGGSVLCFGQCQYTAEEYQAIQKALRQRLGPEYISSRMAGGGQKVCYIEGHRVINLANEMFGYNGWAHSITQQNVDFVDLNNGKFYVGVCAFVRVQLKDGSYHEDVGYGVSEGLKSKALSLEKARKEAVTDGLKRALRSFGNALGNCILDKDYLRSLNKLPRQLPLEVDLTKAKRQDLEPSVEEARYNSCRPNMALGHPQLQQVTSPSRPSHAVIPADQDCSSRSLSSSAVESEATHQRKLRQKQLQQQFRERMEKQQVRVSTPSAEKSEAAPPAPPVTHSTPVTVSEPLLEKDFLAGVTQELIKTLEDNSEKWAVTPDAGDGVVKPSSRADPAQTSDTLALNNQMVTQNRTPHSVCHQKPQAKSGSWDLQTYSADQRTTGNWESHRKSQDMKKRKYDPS
Casp6 inh = blocks human caspase-6 cleavage activity; P55212; purified caspase-6, Z-VEID-R110 cleavage fluorescence; inhibition, % at 12.5 µM; 350,000 compounds, 0.53% hits; AID 686996;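 active = mean inhibition across replicates at least about 35%, with every replicate also reaching that limit, limit read from the data; inconclusive = only one of the two criteria met; inactive = neither criterion met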;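 also: 0% = median of neutral control wells and 100% = no fluorescence left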
Target sequence (P55212 24-179 limits assumed): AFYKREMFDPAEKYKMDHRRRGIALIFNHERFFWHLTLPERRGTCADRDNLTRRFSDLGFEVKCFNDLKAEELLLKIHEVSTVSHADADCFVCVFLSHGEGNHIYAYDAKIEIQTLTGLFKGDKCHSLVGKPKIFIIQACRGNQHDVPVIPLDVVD
Target sequence (P55212 194-293 limits assumed): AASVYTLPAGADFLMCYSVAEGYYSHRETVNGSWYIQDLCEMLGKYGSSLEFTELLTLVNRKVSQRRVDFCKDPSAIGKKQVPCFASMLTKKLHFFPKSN
esBAF inh = SWI/SNF esBAF complex inhibition; mouse ES cells, Bmi1-luciferase knock-in reporter, 24 h; 100% = twice the neutral-well signal; reporter increase, % at 12.5 µM; 350,000 compounds, 2% hits; in the data active = activation above about 40%; inconclusive = no clear call, values can overlap the other calls;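 also: 0% = median of the plate's neutral control wells and 100% = double that signal; a rise in the Bmi1 reporter signal indicates esBAF inhibition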
E-sel inducer = E-selectin induction on HUVECs; AID 686992; P16581; HUVEC E-selectin immunofluorescence imaging; normalized: neutral wells 0, TNF-alpha wells 100; 260,000 compounds, 0.37% hits; activation, % at 7.58 µM;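 active = mean E-selectin-positive cell signal at least 10% of the positive control, reached in at least 60% of replicates, without over 20% cell loss; inconclusive = no rule given, readout overlaps actives, possibly toxicity-flagged; inactive = the rest, including those meeting only one limit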;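 also: in these data hits start at about 27%; measured in HUVEC primary endothelial cells; signal is the percent of cells scored E-selectin positive by PE staining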
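Test system: HUVEC | Signal: Immunofluorescence imaging | Read-out: Percent E-selectin-positive cells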
RAD54 inh = RAD54 (human) branch migration inhibition; RAD54 Holliday junction branch migration, FAM/BHQ fluorescence; 360,000 compounds, 0.14% hits; inhibition, % at 10.4 µM;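 active = mean normalized replicate activity at least 40 and at least half of replicates scoring 40 or more; inconclusive = only one of the two criteria met; inactive = mean below 40 and under half of replicates reaching 40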;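 also: 0% = median of neutral control wells and 100% = median of positive control wells; inhibitors cause a drop in the FAM fluorescence signal; in these data hits start at about 50%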
* marks the source's active call; other numbers are inactive results; ? = inconclusive; · = no result given; & = joins results of further samples.

The line under a structure holds: E-sel inducer	RAD52 anneal inh	ERp5 block	RAD54 inh	Casp6 inh	PglD inh	ARNT TACC3 PPI	esBAF inh
- CC1(C)CC(=O)C/C(=N/NC(=O)c2ccc(-c3ccccc3)cc2)C1
 : 3.5	-21	-7	·	-5	·	-4	·
- CC[C@@]1(c2ccccc2OC)ON(c2ccccc2C(F)(F)F)C1=O
 : -0.1	1	7	3	·	3	-4	9
- O=C(CN1C(=O)NC2(CCCC2)C1=O)Nc1ccc(F)c(Cl)c1
 : 0.1	-9	1	-9	0	1	4	-1
- O=C(C[C@@H]1CC[C@H]2[C@@H](COC[C@@H](O)CN2C(=O)c2cnccn2)O1)NCc1ccccc1
 : 0.0	-7	6	-2	1	-1	1	-3
- O=S(=O)(NCc1csc(-c2cccnc2)n1)c1ccc(Br)cc1
 : ·	-19	3	-4	-6	-3	19	3
- CCN(C(=O)COC(=O)CCOc1cc(C)ccc1C)c1c(N)n(Cc2ccccc2)c(=O)[nH]c1=O
 : -0.3	-16	-2	-2	-3	-5	-6	6
- O=S(=O)(/N=C(/Nc1cc(N2CCOCC2)ncn1)c1ccc(F)cc1)c1ccccc1
 : 0.1	0&4	-3&0	3	0&-2	-3	0&1	13
- COCCNc1ncnc2c1ncn2[C@H]1CN(CCN2CCOCC2)C[C@@H](CO)O1
 : 0.9	-1	5	10	9	-4	·	-2
- CC(C)NC(=O)N(C)C[C@H]1Oc2ccc(NC(=O)NC3CCCCC3)cc2CC(=O)N([C@@H](C)CO)C[C@@H]1C
 : ·	-2	-1	5	·	1	-13	0
- Cc1ccc(N(C)S(=O)(=O)c2cc3c(cc2C)NC(=O)CO3)cc1
 : -0.7	-14	3	-1	-1	5	-1	0
- CCS(=O)(=O)N1CCCCN2[C@H](CO)[C@@H](c3ccc(C#Cc4ccccn4)cc3)[C@@H]2C1
 : -0.3	-27	3	16	1	-1	0	16
- COc1cc(CNCCc2ccc(S(N)(=O)=O)cc2)ccc1OCC(=O)NC(C)(C)C
 : -0.1	·	·	-5	·	6	-6	·
- Cc1ccc(-c2nnc(NC(=O)c3ccco3)s2)cc1
 : -0.2	-13	-3	-6	2	-3	-8	-29
- COc1cc(C2C(C(=O)c3ccco3)=C(O)C(=O)N2c2cc(C)on2)cc(Br)c1O (centres undefined)
 : ·	·	·	-17	·	2	5	-2
- C(=C\c1nc(-c2ccncc2)no1)/c1ccccc1
 : 2.3	-8	3	7	0	2	0	20
- CCOC(=O)C(CCCP(=O)(c1ccccc1)c1ccccc1)(NC(C)=O)C(=O)OCC
 : -0.2	-6	3	-8	-1	-2	-1	-4
- CO[C@@H]1CC[C@@H]2CCOc3ccc(C#N)cc3C(=O)N(C)C[C@H](C)C(=O)N(C)C[C@@H]1O2
 : 0.2	-8	3	-4	0	1	-1	1
- O=C(CC1SC(=Nc2ccccc2)N(CCCO)C1=O)Nc1ccc(Cl)cc1 (centres undefined)
 : ·	·	·	5	·	1	2	0
- COCCn1cnc2c1c(=O)n(CC(=O)c1ccc3c(c1)OCCO3)c(=O)n2Cc1ccccc1
 : 1.4	-56	-2	·	6	·	-6	·
- COc1ccc(C)cc1NC(=O)CN(c1ccccc1F)S(C)(=O)=O
 : ·	·	·	2	·	-3	2	4
- COC(=O)c1ccc(N2C(=O)CC(N(C)Cc3ccccc3)C2=O)cc1 (centres undefined)
 : ·	·	·	-2	·	-1	-8	2
- COC(=O)[C@]1(Cc2ccccc2)N[C@H](CN(C)C(=O)Nc2ccc(C)cc2)[C@@H]2C(=O)N(C)C(=O)[C@@H]21
 : ·	4	5	7	0	5	3	4
- O=C(O)C[C@H]1C[C@H]2c3cc(NC(=O)Nc4ccccc4)ccc3O[C@H]2[C@H](CO)O1
 : 0.3	8	-1	2	-1	1	1	-2
- O=C(COc1ccc(S(=O)(=O)Nc2ccccc2)cc1)NCc1ccncc1
 : ·	-4	?	·	-2	·	-12	·
- Cc1ccc(S(=O)(=O)Cn2nnnc2C(C(C)C)N2CCC(C(N)=O)CC2)cc1 (centres undefined)
 : ·	-5	1	-5	6	-1	-3	2
- Cc1nn(-c2cccc(Cl)c2)nc1C(=O)Nc1cccc(C(=O)NC2CC2)c1
 : 0.7	-22	1	-7	-2	1	-6	-5
- CN(C)C(=O)C[C@@H]1C[C@H]2c3cc(NC(=O)NC4CCCCC4)ccc3O[C@H]2[C@@H](CO)O1
 : -0.2	-2	8	0	-4	0	-12	-8
- CN(Cc1cn(C)nc1-c1ccccc1F)CC1CCN(Cc2ccccc2)CC1
 : ·	-20	-3	0	-16	-3	8	-9
- Cc1csc(=O)n1CC(=O)Nc1ccc(Cl)cc1F
 : ·	-6	4	12	3	-6	·	-4
- CCCCn1c(N)c(N(CCOC)C(=O)COC(=O)C(C)Oc2ccc(Cl)cc2)c(=O)[nH]c1=O (centres undefined)
 : ·	-5	2	-7	-6	-5	-22	-6
- CCn1ncc(C(=O)Nc2ccc(S(=O)(=O)N3CCCC3)cc2)c1C
 : ·	·	·	-10	·	-3	1	10
- COc1ccc(N2CCN(C(c3nnnn3C3CCCC3)C(C)C)CC2)cc1 (centres undefined)
 : ·	-12	0	·	1	·	-2	-4
- COc1ccc(NC(=O)c2nc3nccc(C)n3n2)cn1
 : ·	·	·	-9	·	5	10	8
- C[C@@H]1CN([C@H](C)CO)C(=O)c2c(c3ccccc3n2C)-c2ccccc2CO[C@@H]1CN(C)Cc1cccc(C(=O)O)c1
 : -0.4	0	-2	-3	-2	3	7	-4
- CCCC(=O)N(Cc1cc2ccccc2[nH]c1=O)c1ccccc1OC
 : ·	15	-4	7	-2	4	1	-6
- COc1ccc2c(c1)c1nc3ccccc3nc1n2CC(=O)OC(C)C
 : ·	·	·	17	·	-6	-11	-2
- CCCCn1c(N)c(N(CCC(C)C)C(=O)c2[nH]c(C)c(C(=O)OCC)c2C)c(=O)[nH]c1=O
 : 5.1	-7	2	-7	0	2	1	-4
- CCCCN(Cc1ccccc1)S(=O)(=O)c1cc2c(cc1Br)CC(C)N2C(C)=O (centres undefined)
 : -0.1	10	-2	·	0	·	6	·
- CS(=O)(=O)Nc1ccc(C(=O)N2CCc3ccccc3C2)cc1
 : 4.2	-16	-6	·	2	·	-4	0
- CCN(c1ccccc1)S(=O)(=O)c1ccc(Cl)c(NC(=O)CSc2ncn[nH]2)c1
 : -1.9	-5	-5	·	0	·	-5	·
- COc1ccccc1C(=O)C1CCCN(C(=O)c2cnn(C(C)C)c2)C1 (centres undefined)
 : ·	-18	1	0	-5	3	5	9
- COc1ccc(CNc2cccc(C)n2)c(O)c1
 : ·	-16	7	-9	-3	5	0	4
- C[C@H]1CN([C@@H](C)CO)C(=O)c2cc(-c3cccc(C(=O)N(C)C)c3)cnc2O[C@@H]1CN(C)C
 : -0.6	-14	3	5	1	0	-14	2
- Nc1nc(N)nc(-c2ccc(Cl)c(Cl)c2)n1
 : 1.2	-13	5	-5	0	-2	4	32
- Cn1cnc(CCNC(=O)C[C@@H]2CC[C@H]3[C@@H](COC[C@@H](O)CN3C(=O)C3CCCC3)O2)c1
 : 1.5	-28	-4	-12	·	5	-7	-2
- C[C@@H]1CCCCO[C@@H](CN(C)S(=O)(=O)c2ccccc2)[C@@H](C)CN([C@H](C)CO)C(=O)c2cc(NS(=O)(=O)c3ccccc3)ccc2O1
 : 0.0	-7	0	-3	0	1	-3	-5
- C[C@@H]1COC(=O)[C@@H](CC(=O)OC(C)(C)C)C/C=C\C[C@@H](CC(=O)N(CCO)Cc2ccccc2)C(=O)N1
 : -0.1	-11	1	-1	2	-4	2	-9
- O=C(O)c1ccccc1C(=O)N1CCc2c([nH]c3ccccc23)C1C(F)(F)F (centres undefined)
 : 4.5	-4	1	2	-2	7	·	·
- COc1ccc(-n2nc3c(c2NC(=O)c2ccc(Br)o2)CS(=O)(=O)C3)cc1
 : ·	-25	2	2	7	1	7	-1
- Cc1cc(Br)ccc1OCCCCN1CCC(C)CC1
 : ·	-16	7	·	-2	·	19	·
- COCCNc1nc(C)cc(-c2cc(C(=O)NCc3ccccc3)on2)n1
 : 0.1	-8	4	-1	1	1	-3	1
- COc1cc(Br)c(CC(=O)NC2CC2)cc1OC
 : ·	-24	-2	11	-3	-6	10	3
- COC(=O)c1sc(-c2ccc(Cl)cc2)cc1NC(=O)/C=C/C(=O)O
 : 0.2	-6	1	-14	0	-6	-2	·
- Cc1cccc(NS(=O)(=O)c2c(C(=O)N3CCOCC3)c(C)n(C)c2C)c1C
 : ·	-4	-9	-9	-2	-1	-5	3
- COCC(=O)N1C[C@@H](C)[C@H](OC)CN(C)C(=O)c2ccc(NC(=O)C3CCC3)cc2OC[C@H]1C
 : -0.1	4	2	-3	·	3	-2	0
- COc1ccc(NC(=O)Cc2nnc(N)s2)cc1
 : ·	-12	2	·	0	·	-47	·
- CCn1c(=O)c(C(=O)Nc2ccc(C)cc2C)c(O)c2ccccc21
 : ·	·	·	-9	·	1	-9	-4
- C[C@@H]1CCCCO[C@H](CN(C)Cc2ccccc2)[C@@H](C)CN([C@H](C)CO)C(=O)c2cc(NC(=O)Nc3ccccc3)ccc2O1
 : ·	0	5	3	2	-3	5	-2
- N#Cc1c(NC(=O)C2CCCO2)sc2c1CCCCC2 (centres undefined)
 : ·	-3	3	·	2	·	-4	·
- CC(OC(=O)c1cnc(Cl)c(Cl)c1)C(=O)NCc1ccccc1 (centres undefined)
 : ·	-9	2	0	-7	-4	-4	-2

(cont.)
The line under a structure holds: E-sel inducer	RAD52 anneal inh	ERp5 block	RAD54 inh	Casp6 inh	PglD inh	ARNT TACC3 PPI	esBAF inh
- CCCCC(=O)NC(c1ccccc1Cl)c1ccc2cccnc2c1O (centres undefined)
 : 0.2	1	0	-7	2	2	6	-57
- Cc1cccc(/C=C(\C#N)C(=O)Nc2ccccn2)c1
 : ·	-8	-1	-9	1	-2	21	·
- O=C(Nc1ccc(S(=O)(=O)Nc2cnc3ccccc3n2)cc1)c1ccc(Cl)c([N+](=O)[O-])c1
 : ·	-31	4	3	62*	2	13	0
- Cc1noc(C)c1NC(=O)N(C)C[C@@H]1OCCCC[C@H](C)Oc2ccc(NS(=O)(=O)c3ccccc3)cc2C(=O)N([C@H](C)CO)C[C@@H]1C
 : 0.2	13	4	4	-1	0	-6	1
- CCOc1ccc(/C=C2/SC(=S)N(C(C(=O)O)c3ccccc3)C2=O)cc1OCC (centres undefined)
 : ·	-77	-8	·	19	·	0	4
